M17LAP inhibition: P. falciparum M17LAP inhibitors, primary screen, biochemical, fluorogenic H-Leu-NHMec substrate, 1536-well (AID 1619); recombinant M17LAP, H-Leu-NHMec fluorogenic kinetic assay; higher % means a stronger effect; one-dose inhibition, % at 30 µM; IC50 in µM for titrated hits; 0.38% of 220,000 active;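 active means compound inhibiting the enzyme by more than half at any dose during confirmatory dose-response retesting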;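 further: plate controls were full reaction with DMSO carrier for no effect and no enzyme background for full effect; strong numbers were not always called active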
XIAP displacement: XIAP antagonists, biochemical, IAP family, fluorescence polarization (AID 1018); XIAP BIR domain, fluorescence polarization peptide displacement; higher % means a stronger effect; displacement, % at 20 µM; hits with a dose series show IC50 in µM; 0.007% of 200,000 active; in the data active means displacement above about 50%; further: a part of the inactive calls stands beside numbers as strong as those of hits
Yfh1-off respiration: enhancers of respiration in Yfh1-depleted yeast, dose response, Friedreich's ataxia, plus single-dose screen (AID 1465). S. cerevisiae Yfh1-off respiration, WST-1 reduction, 72 h; higher fold induction means a stronger effect. fold induction at 50 µM; hits with a dose series show EC50 in µM. 0.074% of 220,000 active;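 active means fold induction of absorbance versus untreated yeast above a set limit, then at least 30% activation at any dose in follow-up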;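 further: activators that raise dye reduction in frataxin-depleted yeast; strong numbers were not always called active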
human PMI inhibitors: MPI inhibition at elevated mannose 6-phosphate – biochemical, fluorescence intensity, high mannose 6-phosphate, primary screen (AID 1220) | recombinant PMI enzyme, coupled fluorescence intensity; higher % means a stronger effect | inhibition, % at 20 µM, or IC50 in µM where a hit was titrated | 0.66% of 190,000 active; in the data active means inhibition above about 50%
West Nile virus CPE: West Nile virus antiviral activity, cell-based, CPE readout (AID 1621); West Nile virus-infected cells, CPE inhibition; higher % means a stronger effect; CPE inhibition, % at 10 µM, or IC50 in µM where a hit was titrated; 0.02% of 290,000 active; in the data active means a potency from the dose series; further: strong numbers were not always called active
ER stress rescue: protection against thapsigargin-triggered cell killing – 384-well, CSM14.1, ATP luminescence, primary screen (AID 1222); CSM14.1 thapsigargin-induced death rescue, ATP luminescence; higher % means a stronger effect; cellular ATP content (survival), % at 20 µM; hits with a dose series show EC50 in µM; 190,000 tested, under 10 active;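 active means EC50 below 50 µM in the dose-response confirmation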;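 further: death triggered by thapsigargin at about 15 µM added after 2 h compound pretreatment; cell ATP read after overnight thapsigargin exposure of roughly 18 to 22 hours; normalized against plate controls of thapsigargin alone and 5% DMSO vehicle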
Salmonella PhoP GFP: inhibitors of PhoP regulon expression, primary screen, Salmonella Typhimurium, GFP reporter (AID 1863); S. Typhimurium PhoP-regulated promoter GFP reporter, 4 h; higher % means a stronger effect; inhibition, % at 50 µM, or IC50 in µM where a hit was titrated; 0.16% of 300,000 active;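 active means inhibition over 29.93%, a cutoff 3 SD above the screen mean, later confirmed by dose response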;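 further: 0% = low Mg2+ inducing control and 100% = high Mg2+ repressing control; strong numbers were not always called active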
SIAH1 antagonists: blockers of Siah-1 interaction with plectin peptide – biochemical, fluorescence polarization, rhodamine-plectin, uHTS, primary screen (AID 1817). Siah-1 / rhodamine-plectin peptide fluorescence polarization; higher % means a stronger effect. displacement, % at 20 µM, or IC50 in µM where a hit was titrated. 0.02% of 290,000 active;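 active means displacement of at least 50% at 20 µM, with a fluorescence ratio check between 0.3 and a set limit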;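 further: plate controls were Siah plus tracer with DMSO for no effect and tracer alone without Siah for full effect; strong numbers were not always called active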
P. falciparum M1AAP: malaria alanyl aminopeptidase activity blockers – biochemical, fluorogenic H-Leu-NHMec substrate, 1536-well (AID 1445) | recombinant M1AAP, H-Leu-NHMec fluorogenic kinetic assay; higher % means a stronger effect | one-dose inhibition, % at 30 µM; IC50 in µM for titrated hits | 0.42% of 220,000 active;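 active means primary inhibition above the hit cutoff, then over 50% inhibition at one or more dose response concentrations, cut at about 23% in these data, passing the limit was not always enough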;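 further: plate controls were DMSO full reaction for no effect and no enzyme background for full effect; strong numbers were not always called active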
Starred values were filed as active, the others as inactive.

What do the screens show for `CCOC(=O)c1ccc(N2C(=O)c3n[nH]c(C)c3C2c2ccc(O)cc2)cc1` (stereo unspecified)?
M17LAP inhibition: -1%; XIAP displacement: -4.1%; Yfh1-off respiration: inactive; human PMI inhibitors: 5%; West Nile virus CPE: 0.6%; ER stress rescue: 4.0%; Salmonella PhoP GFP: 2%; SIAH1 antagonists: -4%; P. falciparum M1AAP: 3%

Results for N#Cc1cc([N+](=O)[O-])ccc1NC(=O)COC(=O)CC1CCCC1 ?
M17LAP inhibition: 1%; Yfh1-off respiration: inactive; West Nile virus CPE: -0.1%; Salmonella PhoP GFP: 2%; SIAH1 antagonists: 0%; P. falciparum M1AAP: 7%

How did Cc1noc(C)c1CSc1nnc(-c2ccccc2)n1Cc1ccco1 do in these assays?
M17LAP inhibition: 14%; XIAP displacement: -1.5%; Yfh1-off respiration: inactive; human PMI inhibitors: 2%; West Nile virus CPE: 0.0%; ER stress rescue: 1.4%; Salmonella PhoP GFP: 2%; SIAH1 antagonists: -3%; P. falciparum M1AAP: 8%

How did O=C(NCc1ccco1)c1ccccc1NC(=O)C1CC(=O)N(c2ccc(Cl)cc2)C1 (stereo unspecified) do in these assays?
M17LAP inhibition: 1%; XIAP displacement: 1.7%; Yfh1-off respiration: inactive; human PMI inhibitors: 14%; West Nile virus CPE: -0.6%; ER stress rescue: -2.2%; Salmonella PhoP GFP: 0%; SIAH1 antagonists: 5%; P. falciparum M1AAP: 14%

What do the screens show for `O=C1C(Cl)=C(NC2CCCCC2)C(=O)N1Cc1ccccc1`?
M17LAP inhibition: 8%; XIAP displacement: -4.7%; Yfh1-off respiration: inactive; human PMI inhibitors: -6%; West Nile virus CPE: -1.3%; ER stress rescue: -1.4%; Salmonella PhoP GFP: 6%; SIAH1 antagonists: -4%; P. falciparum M1AAP: 13%

What do the screens show for `CCCC(c1nnnn1CC1CCCO1)N1CCN(c2nc3ccccc3s2)CC1` (stereo unspecified)?
M17LAP inhibition: 12%; XIAP displacement: -9.2%; Yfh1-off respiration: inactive; human PMI inhibitors: -7%; West Nile virus CPE: -0.4%; ER stress rescue: 0.8%; Salmonella PhoP GFP: 6%; SIAH1 antagonists: 4%; P. falciparum M1AAP: -1%

What do the screens show for `O=C(Cc1n[nH]c(=O)[nH]c1=O)N/N=C/c1ccccc1O`?
M17LAP inhibition: 29%; XIAP displacement: -0.3%; Yfh1-off respiration: inactive; human PMI inhibitors: -14%; West Nile virus CPE: 0.0%; ER stress rescue: 0.6%; Salmonella PhoP GFP: 13%; SIAH1 antagonists: -1%; P. falciparum M1AAP: 4%

Results for COc1ccccc1CCNC(=O)c1cc(-c2ccncc2)nc2ccc(Br)cc12 ?
M17LAP inhibition: -4%; XIAP displacement: -2.0%; Yfh1-off respiration: inactive; human PMI inhibitors: -10%; West Nile virus CPE: -0.8%; ER stress rescue: 4.0%; Salmonella PhoP GFP: -2%; SIAH1 antagonists: 2%; P. falciparum M1AAP: 0%

Results for COc1ccc(C(=O)NNC(=O)c2ccc(S(=O)(=O)N3CCCCC3)cc2)cc1 ?
M17LAP inhibition: -18%; XIAP displacement: -9.3%; Yfh1-off respiration: inactive; human PMI inhibitors: 45%; West Nile virus CPE: 0.0%; ER stress rescue: -0.2%; Salmonella PhoP GFP: -4%; SIAH1 antagonists: -3%; P. falciparum M1AAP: 6%

Results for O=C1/C(=C\c2ccc(C(F)(F)F)cc2)CSc2sccc21 ?
M17LAP inhibition: -6%; Yfh1-off respiration: inactive; West Nile virus CPE: -0.9%; Salmonella PhoP GFP: 0%; SIAH1 antagonists: -1%; P. falciparum M1AAP: 1%

How did CCOC(=O)C1C(=O)CC(C)(O)C(C(=O)OCC)C1c1ccc(F)cc1 (stereo unspecified) do in these assays?
M17LAP inhibition: -1%; XIAP displacement: -4.7%; Yfh1-off respiration: inactive; human PMI inhibitors: -5%; West Nile virus CPE: 0.0%; ER stress rescue: 2.4%; Salmonella PhoP GFP: 7%; SIAH1 antagonists: 1%; P. falciparum M1AAP: -3%

How did CC(C)(C)c1cc(C(=O)N/N=C/c2ccco2)n[nH]1 do in these assays?
M17LAP inhibition: 8%; XIAP displacement: -4.2%; Yfh1-off respiration: inactive; human PMI inhibitors: -2%; West Nile virus CPE: -0.4%; ER stress rescue: -1.7%; Salmonella PhoP GFP: -5%; SIAH1 antagonists: -10%; P. falciparum M1AAP: 10%

How did Cc1nn(Cc2ccc(F)cc2)c(C)c1NC(=O)c1cnn2cccnc12 do in these assays?
M17LAP inhibition: 2%; XIAP displacement: -0.3%; Yfh1-off respiration: inactive; human PMI inhibitors: -2%; West Nile virus CPE: -0.3%; ER stress rescue: -2.4%; Salmonella PhoP GFP: 1%; SIAH1 antagonists: -2%; P. falciparum M1AAP: 6%

Results for CSc1nsc(SCc2cnc(C)nc2N)n1 ?
M17LAP inhibition: 4%; XIAP displacement: -2.0%; Yfh1-off respiration: inactive; human PMI inhibitors: -11%; West Nile virus CPE: -0.5%; ER stress rescue: 1.5%; Salmonella PhoP GFP: 18%; SIAH1 antagonists: -4%; P. falciparum M1AAP: 7%

Results for Cc1ccccc1C1=N/C(=C/c2cccs2)C(=O)O1 ?
M17LAP inhibition: 1%; XIAP displacement: -7.6%; Yfh1-off respiration: inactive; human PMI inhibitors: -13%; West Nile virus CPE: 0.3%; ER stress rescue: -2.0%; Salmonella PhoP GFP: -12%; SIAH1 antagonists: -5%; P. falciparum M1AAP: -2%

What do the screens show for `COC(=O)C1CCN(C(=O)c2ccccc2NC(C)=O)CC1`?
M17LAP inhibition: -5%; XIAP displacement: -3.9%; Yfh1-off respiration: inactive; human PMI inhibitors: 4%; West Nile virus CPE: 0.7%; ER stress rescue: -1.8%; Salmonella PhoP GFP: 8%; SIAH1 antagonists: 2%; P. falciparum M1AAP: 0%

How did O=[N+]([O-])c1cc(C(F)(F)F)ccc1N1CCCNCC1 do in these assays?
M17LAP inhibition: 0%; XIAP displacement: -2.0%; Yfh1-off respiration: inactive; human PMI inhibitors: 2%; West Nile virus CPE: 0.0%; ER stress rescue: -3.2%; Salmonella PhoP GFP: -4%; SIAH1 antagonists: -3%; P. falciparum M1AAP: -4%

How did COc1ccc(OC)c2sc(NC(=O)C3=COCCO3)nc12 do in these assays?
M17LAP inhibition: -1%; XIAP displacement: -2.5%; Yfh1-off respiration: inactive; human PMI inhibitors: 19%; West Nile virus CPE: 0.3%; ER stress rescue: -1.3%; Salmonella PhoP GFP: 6%; SIAH1 antagonists: 1%; P. falciparum M1AAP: 4%

What do the screens show for `COc1ccc(-c2ccc(CCC(=O)O)o2)cc1`?
M17LAP inhibition: 4%; XIAP displacement: -6.3%; Yfh1-off respiration: inactive; human PMI inhibitors: 0%; West Nile virus CPE: 0.1%; ER stress rescue: -0.7%; Salmonella PhoP GFP: -8%; SIAH1 antagonists: 10%; P. falciparum M1AAP: 8%

What do the screens show for `CC(C)(C)SCCNC(=O)CN(c1ccc(F)c(Cl)c1)S(C)(=O)=O`?
M17LAP inhibition: -8%; XIAP displacement: 0.3%; Yfh1-off respiration: inactive; human PMI inhibitors: -11%; West Nile virus CPE: 0.0%; ER stress rescue: 4.1%; Salmonella PhoP GFP: 0%; SIAH1 antagonists: 0%; P. falciparum M1AAP: 9%

What do the screens show for `O=C(CSc1ccccn1)N1CCN(c2ccc(Cl)cc2)CC1`?
M17LAP inhibition: -1%; XIAP displacement: -2.0%; Yfh1-off respiration: inactive; human PMI inhibitors: 0%; West Nile virus CPE: -0.8%; ER stress rescue: -1.5%; Salmonella PhoP GFP: 6%; SIAH1 antagonists: -3%; P. falciparum M1AAP: 1%

Results for Cc1nnc(NC(=O)CSc2nnc(NC(=O)C(C)(C)C)s2)s1 ?
M17LAP inhibition: 1%; XIAP displacement: -5.0%; Yfh1-off respiration: inactive; human PMI inhibitors: -7%; West Nile virus CPE: 0.2%; ER stress rescue: 0.6%; Salmonella PhoP GFP: -5%; SIAH1 antagonists: 3%; P. falciparum M1AAP: 9%

What do the screens show for `CC(C)(C)NC(=O)COC(=O)c1ccc(S(=O)(=O)N2CCCCCC2)cc1`?
M17LAP inhibition: 10%; XIAP displacement: -0.3%; Yfh1-off respiration: inactive; human PMI inhibitors: 9%; West Nile virus CPE: 0.1%; ER stress rescue: -1.5%; Salmonella PhoP GFP: -13%; SIAH1 antagonists: 1%; P. falciparum M1AAP: 4%

How did CCOC1(OCC)C(c2ccc(N)cc2)C(C#N)(C#N)C1(OCC)OCC (stereo unspecified) do in these assays?
M17LAP inhibition: 11%; XIAP displacement: -4.3%; Yfh1-off respiration: inactive; human PMI inhibitors: 18%; West Nile virus CPE: -0.6%; ER stress rescue: -1.4%; Salmonella PhoP GFP: 11%; SIAH1 antagonists: -2%; P. falciparum M1AAP: 9%

What do the screens show for `c1csc(-n2nc3ccccc3n2)c1`?
M17LAP inhibition: 3%; XIAP displacement: -3.2%; Yfh1-off respiration: inactive; human PMI inhibitors: 7%; West Nile virus CPE: -0.2%; ER stress rescue: -2.3%; Salmonella PhoP GFP: 10%; SIAH1 antagonists: -1%; P. falciparum M1AAP: 6%

How did CCOC(=O)c1sc2nccc(N(C)C)c2c1N=CNOCc1c(F)cccc1Cl do in these assays?
M17LAP inhibition: -15%; XIAP displacement: 3.1%; Yfh1-off respiration: inactive; human PMI inhibitors: 10%; West Nile virus CPE: 0.2%; ER stress rescue: -0.9%; Salmonella PhoP GFP: 30%; SIAH1 antagonists: -1%; P. falciparum M1AAP: 15%

How did O=C(O)C1CCCN1C(=O)Nc1ccccc1 (stereo unspecified) do in these assays?
M17LAP inhibition: 1%; XIAP displacement: -5.3%; Yfh1-off respiration: inactive; human PMI inhibitors: 5%; West Nile virus CPE: 0.0%; ER stress rescue: -0.7%; Salmonella PhoP GFP: -9%; SIAH1 antagonists: 2%; P. falciparum M1AAP: 12%

How did CCOC(=O)C1CN(S(=O)(=O)c2ccccc2)CCN1S(=O)(=O)c1ccccc1 (stereo unspecified) do in these assays?
M17LAP inhibition: -13%; XIAP displacement: -11%; Yfh1-off respiration: inactive; human PMI inhibitors: -3%; West Nile virus CPE: -0.3%; ER stress rescue: -0.4%; Salmonella PhoP GFP: 0%; SIAH1 antagonists: -1%; P. falciparum M1AAP: 6%

Of the compounds above, 2 contain a CF3 group:
Results for O=C1/C(=C\c2ccc(C(F)(F)F)cc2)CSc2sccc21 ?
M17LAP inhibition: -6%; Yfh1-off respiration: inactive; West Nile virus CPE: -0.9%; Salmonella PhoP GFP: 0%; SIAH1 antagonists: -1%; P. falciparum M1AAP: 1%

How did O=[N+]([O-])c1cc(C(F)(F)F)ccc1N1CCCNCC1 do in these assays?
M17LAP inhibition: 0%; XIAP displacement: -2.0%; Yfh1-off respiration: inactive; human PMI inhibitors: 2%; West Nile virus CPE: 0.0%; ER stress rescue: -3.2%; Salmonella PhoP GFP: -4%; SIAH1 antagonists: -3%; P. falciparum M1AAP: -4%

Screening data: PubChem BioAssay, several laboratories
